# EP2 mod: modulators of human EP2 prostaglandin E2 receptor; EP2-expressing cells, cAMP HTRF FRET, PGE2 co-stimulation; actives 0.83% (n = 260,000); induction, % at 25 µM;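 active = compounds whose cAMP rise, as percent of the full-agonist control response, exceeds 60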;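 also: rat C6 glioma line stably carrying human EP2 under a CMV promoter; the protocol text gives 20 µM as final concentration; 100% = response of wells given 1 µM PGE2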
# Target sequence (P43116 whole entry, looked up): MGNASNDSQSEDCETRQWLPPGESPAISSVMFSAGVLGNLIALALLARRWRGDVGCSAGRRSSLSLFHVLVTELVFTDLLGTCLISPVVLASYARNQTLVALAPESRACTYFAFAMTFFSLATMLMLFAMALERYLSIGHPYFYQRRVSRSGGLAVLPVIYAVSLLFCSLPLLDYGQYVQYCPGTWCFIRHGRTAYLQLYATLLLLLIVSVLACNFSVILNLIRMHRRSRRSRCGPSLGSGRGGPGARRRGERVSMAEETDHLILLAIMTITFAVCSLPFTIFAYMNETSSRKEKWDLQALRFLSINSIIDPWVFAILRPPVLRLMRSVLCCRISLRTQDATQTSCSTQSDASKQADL
# PGE2 EP2 inh: blocks the human prostaglandin E2 receptor EP2. C6 glioma cells expressing human EP2, cAMP TR-FRET; cells stimulated with saturating PGE2. inhibition, % at 25 µM. actives 0.52% (n = 260,000);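 active = percent inhibition above 40 after rounding to a whole number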;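 also: rat C6 glioma host cells with rolipram phosphodiesterase inhibitor present; the protocol text gives 20 µM as final concentration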
# The depositor's hits bear a star; & = joins results of further samples.
# Preview, 2 compounds:
No.	structure	EP2 mod	PGE2 EP2 inh
1	CCc1nnc(NC(=O)CSc2nc3c(C)cc(C)cc3cc2C#N)s1	34	20
2	COC(=O)c1ccccc1S(=O)(=O)N1CCC(c2nc3ccccc3[nH]2)CC1	-30	7

# The list itself (from the top)
No.	structure	EP2 mod	PGE2 EP2 inh
1	CCc1nnc(NC(=O)CSc2nc3c(C)cc(C)cc3cc2C#N)s1	34	20
2	COC(=O)c1ccccc1S(=O)(=O)N1CCC(c2nc3ccccc3[nH]2)CC1	-30	7
3	CC(SC(=S)N1CCCCCC1)C(=O)O (centres undefined)	-3	9
4	C=CCOc1cccc(C2C(C(=O)c3ccc(C)o3)=C(O)C(=O)N2c2nnc(C)s2)c1 (centres undefined)	-10	46*
5	COc1ccc(-c2cc(C(F)(F)F)nc(SCC(=O)NC3CCCC3)n2)cc1OC	-105	18
6	Cc1n[nH]c(C)c1CNC(=O)Cc1c(C)oc2c1C(=O)CC(C)(C)C2	-12	7
7	CCc1ccc(CN(Cc2ccco2)C(=O)c2cc3cccc(OC)c3oc2=O)cc1	-84	7
8	O=C(Cc1cccc(F)c1)NCCc1nc(-c2ccncc2)n[nH]1	-6	9
9	CCOc1ccc2[nH]c(=O)c(CN(CCc3ccccc3)Cc3nnnn3C3CCCCC3)cc2c1	62*	2
10	CC(Sc1nnc(-c2ccc3c(c2)OCO3)o1)C(N)=O (centres undefined)	-11	11
11	CCCn1c(SCC(=O)N2CCCCCC2)nc2c1c(=O)n(C)c(=O)n2C	-6	11
12	CCc1nnc(NC(=O)CSc2nnnn2-c2ccc3c(c2)OCO3)s1	-22	14
13	COc1ccc(/C(O)=C2/C(=O)C(=O)N(C)C2c2ccc(C)cc2)cc1OC (centres undefined)	3	13
14	COc1cc(Br)c(C=C2C(=O)N(C)C(=O)N(C)C2=O)cc1OC	-53	9
15	COc1ccc(S(=O)(=O)N2CCC(C(=O)Nc3cc(C)ccc3C)CC2)cc1C	-37	7
16	Cc1ccccc1C(=O)Nc1ccc(N2CCN(C(=O)C(C)C)CC2)c(Cl)c1	-28	10
17	COC(=O)C1=C(C)N(CC2CCCO2)C(=O)/C1=C\c1cccc(OC)c1O (centres undefined)	-63	13
18	CC1CCN(c2nc3c(c(=O)[nH]2)CCN(Cc2ccc(Cl)c(Cl)c2)C3)CC1	-30	2
19	O=C(NCCn1nc(-c2ccco2)ccc1=O)C1(c2ccccc2)CCCC1	-10	3
20	CC(=O)N1c2ccc(C(O)CN3CCCC(C)C3)cc2CC1C (centres undefined)	-48	5
21	COc1cccc(C2CC(C(F)(F)F)n3ncc(C(=O)N4CCc5ccccc5C4)c3N2)c1 (centres undefined)	-45	8
22	O=C1O/C(=C/Br)CCC1c1cccc2ccccc12 (centres undefined)	-18	7
23	CC(NC(=O)c1ncoc1-c1ccccc1Cl)c1ccccn1 (centres undefined)	-36	2
24	CCn1cc(CNC(=O)CCCSc2nc(-c3ccco3)cc(C(F)(F)F)n2)cn1	-23	25
25	CN(C)CCNC(=O)C(=O)Nc1ccc2c(c1)OCO2	-39	6
26	COc1cccc(NC(=O)CSc2nc3ncccc3[nH]2)c1	-22	6
27	COc1ccc(CCN2C(=O)C(O)=C(C(C)=O)C2c2ccc(O)cc2)cc1OC (centres undefined)	-3	11
28	O=c1c2c3c(sc2ncn1Cc1ccccc1)CCCC3	0	9
29	O=C(NC1CCCCC1)C(c1ccco1)N(Cc1ccco1)C(=O)Cc1c[nH]c2ccccc12 (centres undefined)	35	10
30	COc1ccc(OC)c(C2NC(=O)C(O)=C2C(C)=O)c1 (centres undefined)	-41	11
31	CCc1ccc(NC2OC(=O)c3ccccc32)cc1 (centres undefined)	-3	5
32	COc1ccc2cc(CN(C(=S)NC(C)c3ccccc3)C3CCCCC3)c(=O)[nH]c2c1 (centres undefined)	-2	11
33	CN(C)c1nc2c(c(=O)n(C)c(=O)n2C)n1Cc1cccc2ccccc12	5	9
34	COc1nccnc1NS(=O)(=O)c1ccc(NC(=S)NC(=O)Cc2cccs2)cc1	-86	20
35	COc1ccc(NC(=O)c2ccco2)cc1NC(=O)COc1ccc(Cl)c(C)c1	-5	12
36	Cc1cc(C)cc(N(C(=O)Cn2nnc3ccccc32)C(C(=O)NCc2ccco2)c2ccc(C)o2)c1 (centres undefined)	34	9
37	C=CC(=O)N1c2c(OC)cccc2C(=C2SC(C(=O)OC)=C(C(=O)OC)S2)C(=S)C1(C)C	41	12
38	COC(=O)c1c(NC(=O)c2ccc(OC)c(OC)c2)sc(C(=O)Nc2cccc(C)c2)c1C	-31	14
39	COc1cc(OC)cc(-c2cc3nc(C)c(C)c(NCCN(C)C)n3n2)c1	-67	12
40	CCn1c(SCC(=O)Nc2ccc(C)cc2C)nnc1-c1ccoc1C	-4	8
41	N#Cc1c(NC(=O)CSc2nncn2-c2ccccn2)sc2c1CCCC2	-41	15
42	COc1ccccc1-c1cc(C(=O)NC(c2ccccc2)c2cccnc2)no1 (centres undefined)	-56	3
43	C=CCOC(=O)c1sc(NC(=O)COc2cccc(C)c2)nc1C	-11	11
44	Cc1cccc2cc(CN(Cc3cccnc3)C(=S)NCCc3ccccc3)c(=O)[nH]c12	-18	28
45	CCC1c2ccc(C)n2CCN1Cc1ccc(OCC(=O)N2CCOCC2)cc1 (centres undefined)	-5	1
46	Cn1c(CNc2nc(-c3ccccc3)cs2)nnc1SCC(=O)Nc1cccc2ccccc12	-90	4
47	C#CCOc1c(Cl)cc(/C=C2\C(=O)NC(=O)N(c3ccccc3)C2=O)cc1OC	-58	9
48	CCC(C)NC(=O)CSc1nc2ccccc2[nH]1 (centres undefined)	6	6
49	C=CCSc1nc2c(c(=O)[nH]c(=O)n2C)n1C/C=C/C	21	8
50	CCOc1ccc2[nH]cc(NC(=O)NCC3CCCO3)c(=O)c2n1 (centres undefined)	-47	6

# 15 entries from above in a different format:
32) COc1ccc2cc(CN(C(=S)NC(C)c3ccccc3)C3CCCCC3)c(=O)[nH]c2c1 (centres undefined)
33) CN(C)c1nc2c(c(=O)n(C)c(=O)n2C)n1Cc1cccc2ccccc12
34) COc1nccnc1NS(=O)(=O)c1ccc(NC(=S)NC(=O)Cc2cccs2)cc1
35) COc1ccc(NC(=O)c2ccco2)cc1NC(=O)COc1ccc(Cl)c(C)c1
36) Cc1cc(C)cc(N(C(=O)Cn2nnc3ccccc32)C(C(=O)NCc2ccco2)c2ccc(C)o2)c1 (centres undefined)
37) C=CC(=O)N1c2c(OC)cccc2C(=C2SC(C(=O)OC)=C(C(=O)OC)S2)C(=S)C1(C)C
38) COC(=O)c1c(NC(=O)c2ccc(OC)c(OC)c2)sc(C(=O)Nc2cccc(C)c2)c1C
39) COc1cc(OC)cc(-c2cc3nc(C)c(C)c(NCCN(C)C)n3n2)c1
40) CCn1c(SCC(=O)Nc2ccc(C)cc2C)nnc1-c1ccoc1C
41) N#Cc1c(NC(=O)CSc2nncn2-c2ccccn2)sc2c1CCCC2
42) COc1ccccc1-c1cc(C(=O)NC(c2ccccc2)c2cccnc2)no1 (centres undefined)
43) C=CCOC(=O)c1sc(NC(=O)COc2cccc(C)c2)nc1C

Assay by compound | 32 | 33 | 34 | 35 | 36 | 37 | 38 | 39 | 40 | 41 | 42 | 43
EP2 mod | -2 | 5 | -86 | -5 | 34 | 41 | -31 | -67 | -4 | -41 | -56 | -11
PGE2 EP2 inh | 11 | 9 | 20 | 12 | 9 | 12 | 14 | 12 | 8 | 15 | 3 | 11

44) Cc1cccc2cc(CN(Cc3cccnc3)C(=S)NCCc3ccccc3)c(=O)[nH]c12
45) CCC1c2ccc(C)n2CCN1Cc1ccc(OCC(=O)N2CCOCC2)cc1 (centres undefined)
46) Cn1c(CNc2nc(-c3ccccc3)cs2)nnc1SCC(=O)Nc1cccc2ccccc12

Assay by compound | 44 | 45 | 46
EP2 mod | -18 | -5 | -90
PGE2 EP2 inh | 28 | 1 | 4

# The results go on:
No.	structure	EP2 mod	PGE2 EP2 inh
51	CCN(CC)CCNCC(=O)Nc1nc(C)cs1	17	15
52	CS(=O)(=O)N1CCc2cc(C(O)CN3CCCC3)ccc21 (centres undefined)	-47	6
53	CCC(=O)Nc1ccc(NC(=O)CSc2nc(-c3ccccc3)nc3ccc(F)cc23)cc1C	-24	10
54	CC(=O)Nc1ccc(NC(=O)CCSc2nc(-c3ccco3)cc(C(F)(F)F)n2)cc1	-83	12
55	CC(OC(=O)c1ccc2ccccc2n1)C(=O)c1ccc(Cl)cc1 (centres undefined)	-14	10
56	CCN1CCCC1CNC(=O)C(=O)Nc1cccc(F)c1 (centres undefined)	-30	4
57	CC1CCCN(c2nc3c(c(=O)[nH]2)CN(Cc2ccc4nccnc4c2)CC3)C1 (centres undefined)	-20	5
58	CC(C)=C[C@H]1[C@H](COC(=O)c2ccccc2Cl)C1(C)C	19	4
59	CCOc1ccc(NC(=O)CSc2nc3cccnc3n2C)cc1	-49	10
60	COc1ccc2c(C)nc(/N=C(\N)NC(C)=O)nc2c1	5	4
61	COc1ccc2c(c1)OC1(O)COc3cc(OC)c(OC)cc3C1=C2 (centres undefined)	-2	13
62	O=C(O)CCCC(=O)Nc1ccccc1N1CCOCC1	8	14
63	COc1cccc(-c2cc3nc4c(c(NCc5cc(OC)c(OC)c(OC)c5)n3n2)CCC4)c1	-20	32
64	CC(=O)c1cccc(NC(=O)COC(=O)c2ccccn2)c1	-60	5
65	CC1CCC(NC(=O)N(CCCl)N=O)CC1 (centres undefined)	-3	14&14
66	COc1ccc(Cn2nnnc2CN(Cc2ccco2)Cc2cc3cc(C)c(C)cc3[nH]c2=O)cc1	-22	2
67	COc1ccc(-c2ccc(SCC(=O)Nc3cc(C)on3)nn2)cc1	23	4
68	O=C(NCCNCc1ccc(Cl)cc1)c1cccs1	-54	7
69	COc1c2c(c3c(c1CCC(=O)O)OC(C)(C)C=C3)OC(C)(C)C=C2	-11	18
70	O=C(CSc1nc2ccccc2c(=O)n1CC1CCCO1)Nc1ccc(F)cc1 (centres undefined)	13	11
71	COc1ccc2c(c1)C(=O)CC1(CCN(C(=O)N3CCOCC3)CC1)O2	-34	1
72	O=C(O)c1[nH]c2c([N+](=O)[O-])cc([N+](=O)[O-])cc2c1C(=O)O	20	14
73	Cn1c(=O)c2c(nc(Br)n2CCC#N)n(C)c1=O	-5	8
74	N#CC(C#N)=C(N)/C(C#N)=C/c1ccc(O)cc1	20	14
75	CCC(=O)c1cn(CC(=O)N2CCC(C)CC2)c2ccccc12	-35	2
76	CC(=O)OC1CCC2(O)CC1(C)CCC1C2CC1(C)C (centres undefined)	22	10
77	Cc1ccc(-n2nnnc2SCC(=O)c2ccc3c(c2)OCCO3)cc1C	-32	8
78	Cc1c(C(=O)N2CCOCC2)sc(NC(=O)C2CC2)c1C#N	9	17
79	Cc1ccc(-c2cc(C(F)F)n3ncc(C(=O)NC4CCCC4)c3n2)cc1	26	5
80	O=C(Cn1nc(-c2ccoc2)oc1=O)NC(c1ccccc1)c1ccccc1	26	7
81	CCSc1ncnc2c(-c3ccc(OC)cc3)nsc12	-22	5
82	O=C(/C=C/c1ccco1)NC(=S)NNC(=O)c1ccccc1O	-74	5
83	COc1ccccc1-n1c(C)ccc1C	6	11
84	COc1ccc2c(c1)NC1(CCN(C(=O)c3ccc(Cn4cccn4)o3)CC1)c1cccn1-2	-40	13
85	COc1ccccc1CNC(=O)CN1CCC(N2CCCCC2)CC1	0	11
86	COC(=O)Cn1c(Cc2ccccc2)nc2ccccc21	2	10
87	COCCn1nnnc1C(c1cc2ccc(C)cc2[nH]c1=O)N1CCc2ccccc21 (centres undefined)	-72	8
88	CCOc1cccc(/C(O)=C2/C(=O)C(=O)N(CCN(C)C)C2c2ccc(C)o2)c1 (centres undefined)	3	7
89	COC(=O)c1cc(NC(=O)c2ccco2)ccc1Cl	-73	10
90	Cn1c(=O)n(C)c2cc(CN(CCCn3ccnc3)Cc3cccc(F)c3)ccc21	23	1
91	CCOc1ccc(C(=O)NC(=S)NCc2cccnc2)cc1Cl	-80	4
92	COc1ccc(CCNC(=O)CSc2nnc3c4c5c(sc4nc(C)n23)CCCC5)cc1OC	41	6
93	COCCNC(=S)N(CCCN1CCOCC1)Cc1cc2c(C)ccc(C)c2[nH]c1=O	23	4
94	COc1ccc2[nH]c(=O)c(CN(Cc3ccco3)S(=O)(=O)c3cccc(C(F)(F)F)c3)cc2c1	-14	3
95	Cn1c(COc2ccc(Br)cc2)nnc1SCC(=O)c1ccccc1	-12	8
96	COc1ccccc1NC(=O)C1=C(C)NC2=C(C(=O)CC(C)(C)C2)C1c1ccc(Cl)c(Cl)c1 (centres undefined)	20	4
97	Cc1ccc(C)c2[nH]c(=O)c(CN(Cc3ccco3)S(=O)(=O)c3ccc(F)cc3)cc12	34	8
98	CC1CCCC(C)N1C(=O)CSc1nnc(NC(=O)c2ccc(F)cc2)s1 (centres undefined)	-6	27
99	Cc1cc(C)c2nc(SCC(=O)NC3CCCCC3C)c(C#N)cc2c1 (centres undefined)	10	14
100	COCCCN[C@@H]1CCN(Cc2ccccc2F)C[C@H]1O	-3	7

# Other structures:
No.	structure	EP2 mod	PGE2 EP2 inh
101	COCc1nc2c([nH]1)c(=O)n(C)c(=O)n2CC(C)C	11	10
102	COc1cc(/C=C/C(=O)Nc2ccc(S(=O)(=O)N3CCOCC3)cc2)cc(OC)c1OC	-14	13
103	Cc1cccc(N(C(=O)c2csnn2)C(C(=O)NC2CCCC2)c2cccs2)c1 (centres undefined)	33	3
104	O=S(=O)(NCc1ccncc1)c1cccc2ccccc12	-45	4
105	CN(Cc1ccccc1)c1nc2c(c(=O)[nH]c(=O)n2C)n1Cc1cccc2ccccc12	-4	11
106	Cc1occc1-c1nnc(SCC(=O)NC2CCCCC2)n1Cc1ccccc1	26	4
107	COCCOC(=O)C1=C(C)NC2=C(C(=O)CC(c3ccc(OC)c(OC)c3)C2)C1c1ccc(O)cc1 (centres undefined)	5	12
108	COC(=O)c1sc(NC(=O)c2ccccc2Cl)c(C#N)c1C	-52	7
109	COc1ccc2nc(NC(=O)c3c(OC)cccc3OC)sc2c1	-62	4
110	CCCc1nc2ccccc2n1CC(O)COCc1ccccc1 (centres undefined)	-12	11
111	O=CN[C@@H](Cc1cnc[nH]1)C(=O)O	-2	9

# A portion of the library (hit frequency here may not be typical).
